# Source: PubChem BioAssay (several laboratories)
# Mac1 fbg inh – CD11b/CD18-fibrinogen binding inhibition; P05107+P11215; K562 CD11b/CD18 adhesion to fibrinogen, ATPlite luminescence; Mn2+ added to activate the integrin; inhibition, % at 10 µM; 0.54% of 93,000 active;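 active = primary inhibition of 50% or more at 10 µM, then 40% or more on retest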; note: some results filed as inactive read as strong as hits
# ERa SRC1 inh – blocks coactivator binding to human estrogen receptor alpha. P03372. TR-FRET ER-alpha LBD / SRC-1 peptide, estradiol-bound. inhibition, % at 25.6 µM. 1.7% of 86,000 active. AID 629; in the data active = inhibition above about 50%;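 note: 0% = receptor plus peptide control and 100% = peptide only without receptor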
# Target sequence (P03372 whole entry, looked up, the tested form may be a part): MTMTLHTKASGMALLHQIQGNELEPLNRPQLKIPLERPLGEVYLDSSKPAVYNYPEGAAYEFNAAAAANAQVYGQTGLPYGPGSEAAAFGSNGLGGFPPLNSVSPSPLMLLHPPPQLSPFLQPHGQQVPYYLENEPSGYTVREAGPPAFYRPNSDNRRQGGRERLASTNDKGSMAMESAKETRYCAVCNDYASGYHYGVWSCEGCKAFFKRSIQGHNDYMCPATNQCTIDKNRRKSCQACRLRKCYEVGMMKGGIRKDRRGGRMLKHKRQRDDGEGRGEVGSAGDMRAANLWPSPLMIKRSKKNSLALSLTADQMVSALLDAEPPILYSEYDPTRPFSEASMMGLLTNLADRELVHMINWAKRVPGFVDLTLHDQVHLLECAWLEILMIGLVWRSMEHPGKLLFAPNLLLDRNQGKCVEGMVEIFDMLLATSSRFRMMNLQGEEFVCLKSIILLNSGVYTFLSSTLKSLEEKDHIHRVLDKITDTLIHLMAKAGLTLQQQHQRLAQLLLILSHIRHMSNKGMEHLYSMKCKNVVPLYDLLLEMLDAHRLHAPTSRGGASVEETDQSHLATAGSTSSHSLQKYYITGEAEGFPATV
# ERa SRC1 pot – ER-alpha (human) coactivator binding potentiation. TR-FRET ERalpha-LBD/SRC-Cy5 coactivator binding, 2 h; 100 = basal binding, no effect. coactivator binding (% of control), % at 25.6 µM. 1.3% of 86,000 active. P03372; in the data active = activity above about 200%;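 note: binding measured in presence of low estradiol as agonist stimulus; 0% = peptide alone without receptor and 100% = receptor with peptide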
# Mac1 fbg enh – CD11b/CD18-fibrinogen binding enhancement. P05107+P11215. K562 CD11b/CD18 adhesion to fibrinogen, ATPlite luminescence. activation, % at 10 µM. 0.07% of 93,000 active. AID 1499;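 active = 10 µM primary screen giving 50% or more activity, confirmed by 40% or more on retest at that dose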; note: strong numbers were not always called active
# HUVEC inhibit – inhibitors of human endothelial cell proliferation; viability, % at 10 µM (by protocol); HUVEC proliferation, CellTiter-Glo luminescence, 72 h; hits give low values; 1.1% of 86,000 active; AID 648;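 active = viability at or below 30%; inactive = viability above 30%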;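 note: 100% = median luminescence of DMSO-only cell control wells on each plate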
# Fibroblast inh – blocks proliferation of human lung fibroblasts; LL 47 human lung fibroblast viability, ATP luminescence; hits give low values; viability, % at 10 µM; 1.1% of 85,000 active;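 active = viability at or below 50% in the single dose screen; inactive = viability above 50%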;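 note: compound exposure lasted 72 h before the ATP readout; 100% = median luminescence of untreated cell-only wells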
#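 Material: human lung fibroblast line LL 47, low passage; Evaluation: viability percentage against median untreated-cell control; Buffer or medium: 15% FBS in IMEM; Incubation: 72 h compound exposure at 37 °C after overnight plating; Dosing: 0.1% DMSO in all compound wells; Measured by: CellTiter-Glo luminescence.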
# CYP2C19 activ – cytochrome P450 2C19 (human) activation | P33261 | recombinant CYP2C19, luciferin-H EGE luminescence; hits give high values; 0 = fully inhibited enzyme, 1 = untreated enzyme | activation factor at 5 µM | 96,000 tested, under 10 active;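 active = activation factor of at least 2 at 5 µM in the primary screen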;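 note: 0 = wells with 2.5 mM tranylcypromine and 1 = vehicle-only wells; values of inactives mirror those of a sister screen read the other way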
# Target sequence (P33261 whole entry, looked up): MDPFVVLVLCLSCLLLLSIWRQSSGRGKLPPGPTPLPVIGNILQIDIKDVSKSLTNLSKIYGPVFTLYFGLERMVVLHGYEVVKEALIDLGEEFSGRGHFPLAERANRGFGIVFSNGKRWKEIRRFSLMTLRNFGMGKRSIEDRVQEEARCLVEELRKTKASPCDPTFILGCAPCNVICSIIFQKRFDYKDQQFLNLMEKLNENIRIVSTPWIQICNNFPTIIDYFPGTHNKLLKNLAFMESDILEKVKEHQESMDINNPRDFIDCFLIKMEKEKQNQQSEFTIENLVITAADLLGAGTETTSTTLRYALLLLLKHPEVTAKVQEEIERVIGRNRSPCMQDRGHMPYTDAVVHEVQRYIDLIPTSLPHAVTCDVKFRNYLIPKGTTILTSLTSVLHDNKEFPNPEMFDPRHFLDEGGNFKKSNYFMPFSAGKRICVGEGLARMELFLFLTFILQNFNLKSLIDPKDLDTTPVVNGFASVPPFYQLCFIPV
# H69AR growth 86K – blocks growth of human H69AR lung tumor cells. H69AR lung tumor viability, ATP luminescence, 72 h; hits give low values. viability, % at 10 µM. 6% of 85,000 active. AID 598;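 active = viability at or below 40%; inactive = viability above 40%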;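 note: multidrug resistant small cell line overexpressing MRP-1 efflux transporter; 100% = mean luminescence of untreated control wells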
# CYP2C19 inh – blocks human cytochrome P450 2C19; CYP2C19 Supersomes, luciferin-H EGE luminescence, 30 min; inhibition, % at 5 µM; 21% of 96,000 active; AID 778;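 active = CYP2C19 inhibition above a set limit at 5 µM in the primary screen, cut at about 50% in these data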;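 note: plate controls were negative control wells for no effect and 2.5 mM tranylcypromine positive control for full effect; values of inactives mirror those of a sister screen read the other way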
# An asterisk follows results filed as active; . = no result given; [ ] = another dose, or the depositor's remark. Random draw from the library; 26% or so of the library scored in one or more.
# Order of results – ERa SRC1 pot	H69AR growth 86K	ERa SRC1 inh	Fibroblast inh	CYP2C19 inh	CYP2C19 activ	Mac1 fbg inh	Mac1 fbg enh	HUVEC inhibit
> Cc1cc(Nc2cc(C(=O)O)ccc2C)n2ncnc2n1
  113	94	-4	101	-2	1	-5	-2	97
> O=C1NC2(CCCCC2)C(=O)N1/N=C/c1ccc(O)cc1O
  .	.	.	.	13	0.9	0	7	.
> Cc1cnnc2c1-c1no[n+]([O-])c1CC2
  106[fluorescence artefact?]	81	-30	79	-4	1	-7	1	94
> CCNc1nc(SCc2ccccc2)nc(N2CCOCC2)n1
  102	77	-2	71	82*	0.2	-2	-2	110
> COc1ccc(NS(=O)(=O)c2c(C)n(C)c(=O)n(C)c2=O)cc1OC
  118	101	-2	104	-7	1.1	-16	-2	99
> CCn1nc(NC(=O)c2ccco2)c2cc3ccc(C)cc3nc21
  112[fluorescence artefact?]	.	2	100	8	0.9	-12	-2	98
> Cc1cc(=O)[nH]c2ccc(Cl)cc12
  105	86	-6[fluorescence artefact?]	95	30	0.7	12	-6	24*
> CS(=O)(=O)N1CCN(c2ccc(NC(=O)c3ccc(Br)o3)cc2)CC1
  103	81	2	97	4	1	-33	3	91
> Nn1cnn(Cc2ccccc2)c1=S
  .	.	.	.	17	0.8	-10	-5	.
> COC(=O)c1cc(OC)c(OC)cc1NC(=O)Nc1ccccc1OC
  89	95	-2	98	-14	1.1	-1	3	96
> O=C(CSc1c2c(nc3cc(Cl)ccc13)CCCC2)NCc1ccco1
  88	2.2*	1	76	98*	0	-2	2	76
> Cc1cc(C)c2nc(N3CCCC3)c(C#N)cc2c1
  101	92	-4[fluorescence artefact?]	101	-2	1	22	2	88
> COc1ccccc1C(=O)N1CCNC(=O)C1CC(=O)Nc1cccc(C)c1 (stereo not drawn)
  101	95	-3	104	-4	1	2	-5	94
> COc1ccc(C2=NOC(C(=O)NCc3ccccn3)C2)cc1 (stereo not drawn)
  100	91	7	99	9	0.9	-6	-1	109
> CCC(=O)Nc1sc2c(c1C(N)=O)CCC2
  119	85	-8	106	11	0.9	-9	-3	105
> CCc1ccc(C2C(C(C)=O)=C(C(=O)OC)Nc3nnnn32)cc1 (stereo not drawn)
  124	80	-2	107	.	.	.	.	100
> Cc1ccc(-c2nnc(N3CCN(c4ccccn4)CC3)c3ccccc23)cc1
  97	47	-6	83	46	0.5	25	-1	53
> CCOc1ccc(-c2cc(C(=O)N3CCN(c4ccccn4)CC3)c3ccccc3n2)cc1
  114	18*	-1	57	6	0.9	82	-6	52
> CN1CC(c2ccccc2)C2(SC(=S)N(Cc3ccco3)C2=O)C12C(=O)Nc1ccccc12 (stereo not drawn)
  102	1.6*	2	93	96*	0	2	-3	50
> CN(CC(=O)OCC(=O)Nc1ccccc1)S(=O)(=O)c1ccc(Cl)cc1
  88	61	-1	99	32	0.7	-5	0	105
> O=C(NC1CCCCC1)N1CCC(c2nc3ccc(Cl)cc3[nH]2)CC1
  115	78	-3	77	29	0.7	9	1	67
> COc1cc(C(=O)N[C@H](C(=O)NC(C)C23CC4CC(CC(C4)C2)C3)C(C)C)cc(OC)c1OC (stereo partly drawn)
  95	42	-5	48*	-10	1.1	24	4	44
> C=CCn1c(=N)n(CC(=O)OCC)c2ccccc21
  .	.	.	.	4	1	-10	-3	.
> COc1ccc(CCN2C(=O)CC(NCc3ccc4c(c3)OCO4)C2=O)cc1OC (stereo not drawn)
  .	.	.	.	33	0.7	-8	-4	.
> C=C(C)COc1ccc2c3c(c(=O)oc2c1OCC(=C)C)CCC3
  106	90	3	98	19	0.8	-10	-2	94
> CCOC(=O)c1ccc(CSc2nncn2N)o1
  90	98	-2	95	-5	1.1	-15	2	101
> COc1cccc(CNc2ccc(F)c(Cl)c2)c1
  85	91	1	100	14	0.9	-7	-2	100
> COc1ccc(Cl)cc1N(CC(=O)N1CCC(C)CC1)S(C)(=O)=O
  97	96	-12	91	13	0.9	-2	0	90
> CCN(CC)CCn1c(NCc2ccco2)nc2ccccc21
  103	93	-15	96	-4	1	.	.	90
> CCn1c(COc2ccc3c(c2)OCO3)nnc1SCC(=O)c1ccc(Cl)cc1
  121[fluorescence artefact?]	59	30[fluorescence artefact?]	93	-10	1.1	3	-3	54
> CC1(C)OC(=O)C(=CNC(Cc2c[nH]c3ccccc23)C(=O)O)C(=O)O1 (stereo not drawn)
  120	.	-14	99	9	0.9	3	-2	95
> O=C(NCc1cccs1)Nc1cccc(Cl)c1
  100	93	-10	104	.	.	.	.	90
> CCn1c(=O)cc(SCC(=O)Nc2ccc(Cl)cc2)c2ccccc21
  140[fluorescence artefact?]	17*	45[fluorescence artefact?]	87	-15	1.1	-11	-2	82
> Cc1c(C(=O)NCc2ccccc2)oc2c1C(=O)CCC2
  97	102	0	.	.	.	.	.	96
> CCN(CC)C(=O)CSc1nnc(-c2cccnc2)n1Cc1ccccc1
  .	.	.	.	3	1	-8	-9	.
> O=C(Nc1ccn(Cc2ccccc2F)n1)c1ccc(COc2cccc(Br)c2)cc1
  .	.	.	.	19	0.8	16	-5	.
> CCOc1ccc(-c2cnc3n2CCC3)cc1
  114	91	0	98	-2	1	-38	-2	98
> Cc1cc(C(F)(F)F)nn1CC(=O)NCC1CCCO1 (stereo not drawn)
  108	85	-1	97	-6	1.1	14	-1	101
> COc1ccc(-c2nc3ccccc3c(=O)n2CCN2CCOCC2)cc1
  113	78	-10	104	10	0.9	-7	4	88
> Cc1ccc(Sc2ncnc3onc(C)c23)cc1
  104	78	-7	91	67*	0.3	7	3	80
> CCN(CC)S(=O)(=O)c1cccc(C(=O)N[C@H](C(=O)OCC(=O)NC(=O)NC)C(C)C)c1
  103	94	-8	99	31	0.7	.	.	105
> COc1ccc(S(=O)(=O)N2CCN(C(=O)c3cnc(C)cn3)CC2)cc1
  100	88	-12	102	50*	0.5	-32	-5	104
> O=c1c([N+](=O)[O-])c(NC2CCCCC2)c2ccccc2n1-c1ccccc1
  100	73	-1	93	.	.	.	.	85
> Cc1ccccc1-c1nc(CN2CCC(C(=O)NCc3cccnc3)CC2)c(C)o1
  108	98	-8	94	12	0.9	13	-2	87
> COc1cc(NS(=O)(=O)c2ccc(NC(=O)NC3CCCCC3)cc2)nc(OC)n1
  134	86	1	108	-7	1.1	.	.	107
> Cc1ccc(Nc2nnns2)cc1C
  82	101	-28	103	40	0.6	-1	5	91
> COc1ccc(N2C(=O)CCC2(C#N)c2ccc(Br)cc2)cc1 (stereo not drawn)
  97	91	-2	101	57*	0.4	-22	-3	79
> O=C(Oc1cccc2cccnc12)c1ccc2c(c1)OCCO2
  101	29*	-3	3.2*	45	0.6	4	1	100
> O=C1CC(c2cccc(Cl)c2)Cc2nc(N3CCOCC3)ncc21 (stereo not drawn)
  114	77	-1	91	72*	0.3	18	4	105
> C=CCn1cc(C(=O)NCCCOC)c(=O)c2cc(S(=O)(=O)N3CCC(C)CC3)ccc21
  96	100	-23[fluorescence artefact?]	99	.	.	.	.	104
> O=C(CN1CCN(Cc2ccc(F)cc2)C1=O)NCc1cccs1
  126	101	-4	103	14	0.9	-1	-3	97
> CCOc1cc2[nH]c(=S)n(CCCOC)c(=O)c2cc1OCC
  99	71	11[fluorescence artefact?]	96	8	0.9	3	2	89
> O=C(CN(c1ccc(F)cc1)S(=O)(=O)c1ccc2c(c1)OCCO2)Nc1ccccc1
  102	75	-2	98	29	0.7	-12	-2	103
> COc1ccc(C(=O)Nn2cnc3scc(-c4cccs4)c3c2=O)c(O)c1
  102	88	10	88	.	.	.	.	98
> COc1ccc(C(=O)N2CCN(C(=O)c3cc(OC)c(OC)c(OC)c3)CC2)cc1
  69	71	5	100	-2	1	-2	-4	89
> O=C(Cn1cnc2sc(-c3ccccc3)cc2c1=O)NCc1ccccc1
  216*	22*	59*[fluorescence artefact?]	65	12	0.9	-5	-4	51
> COc1ccc(CN2CC(C(=O)NCc3ccc4c(c3)OCO4)CC2=O)cc1 (stereo not drawn)
  95	107	-2	95	6	0.9	-52	-3	100
> C=CCn1c(N)c(C(=O)OC(C)CC)c2nc3ccccc3nc21 (stereo not drawn)
  123	109	3[fluorescence artefact?]	93	56*	0.4	-4	-4	76
> CN(C)S(=O)(=O)c1cccn1-c1ncc(C(F)(F)F)cc1Cl
  111	86	-4	100	39	0.6	1	0	92
> COc1ccc(C2CC(=O)C3=C(C2)Nc2ccccc2N(C(=O)C2CC2)C3c2cccnc2)cc1OC (stereo not drawn)
  97	92	-8	103	1	1	-4	-1	100

# Four of these compounds in another layout.
Molecule | ERa SRC1 pot | H69AR growth 86K | ERa SRC1 inh | Fibroblast inh | CYP2C19 inh | CYP2C19 activ | Mac1 fbg inh | Mac1 fbg enh | HUVEC inhibit
Cc1ccccc1-c1nc(CN2CCC(C(=O)NCc3cccnc3)CC2)c(C)o1 | 108 | 98 | -8 | 94 | 12 | 0.9 | 13 | -2 | 87
COc1cc(NS(=O)(=O)c2ccc(NC(=O)NC3CCCCC3)cc2)nc(OC)n1 | 134 | 86 | 1 | 108 | -7 | 1.1 | . | . | 107
Cc1ccc(Nc2nnns2)cc1C | 82 | 101 | -28 | 103 | 40 | 0.6 | -1 | 5 | 91
COc1ccc(N2C(=O)CCC2(C#N)c2ccc(Br)cc2)cc1 (stereo not drawn) | 97 | 91 | -2 | 101 | 57* | 0.4 | -22 | -3 | 79

# Continuation.
# Order of results – ERa SRC1 pot	H69AR growth 86K	ERa SRC1 inh	Fibroblast inh	CYP2C19 inh	CYP2C19 activ	Mac1 fbg inh	Mac1 fbg enh	HUVEC inhibit
> CCCCC(=O)O[C@H]1CC[C@H]2[C@@H]3CCc4cc(O)ccc4[C@H]3CC[C@]12C
  88	1.1*	4	85	.	.	.	.	8.9*
> COc1cc(/C=N\NC(=O)c2ccc(Cn3nc([N+](=O)[O-])c(Cl)c3C)o2)ccc1O
  .	.	.	.	65*	0.3	10	-1	.
> C[C@]12CC[C@@H]3c4ccc(O)cc4CC[C@H]3[C@@H]1CC[C@@H]2OC(=O)CCC(=O)O
  107	93	9	107	.	.	.	.	83
> C=CCn1c(SCC(=O)OC)nc2sc3c(c2c1=O)CCN(C)C3
  98[fluorescence artefact?]	89	13	102	60*	0.4	.	.	94
> CCOc1ccc(-n2c(Cc3cc(=O)[nH]c(=O)[nH]3)nnc2SCC(=O)OC)cc1
  89	91	-1	93	-3	1	-1	2	103
> CC(C)(C)Nc1ncnc2c1cnn2-c1ccccc1
  126	45	-6	109	36	0.6	15	5	92
> C=CCOC(=O)c1sc(N2C(=O)c3oc4ccccc4c(=O)c3C2c2ccco2)nc1C (stereo not drawn)
  38	17*	54*	58	.	.	.	.	35
> COc1cc(-c2nn3c(-c4ccccc4)nnc3s2)cc(OC)c1OC
  107	40	5	102	74*	0.3	5	-4	80
> CC(C)OC(=O)CSc1nnc(-c2cccnc2)n1N
  101[fluorescence artefact?]	102	-2[fluorescence artefact?]	99	-6	1.1	-13	-4	95
> Cc1ccc(NS(=O)(=O)c2cc(C(=O)O)ccc2Cl)c(C)c1
  113	93	-1	98	.	.	.	.	95
> CC(C)Cc1cc(C(=O)Nc2c(F)cc(F)cc2Br)no1
  .	.	.	.	68*	0.3	-4	2	.
> CC(C)OC(=O)C1C2C=CC3(CN(C(C)c4ccc(Br)cc4)C(=O)C13)O2 (stereo not drawn)
  118	101	-3	89	83*	0.2	-5	0	86
> c1ccc(-c2nn3c(Cn4cnc5ccccc54)nnc3s2)cc1
  90	80	16	93	79*	0.2	-60	-2	91
> CCCCOC(=O)CCc1c(C)[nH]c(=O)c(C#N)c1C
  103	104	-2	99	37	0.6	.	.	103
